High-throughput results deposited in PubChem BioAssay by several laboratories.
HDAC3 inh = human HDAC3 inhibition; O15379; recombinant HDAC3, fluorogenic peptide/trypsin coupled, fluorescence; inhibition, % at 8.3 µM; 0.15% of 320,000 active; in the data active means inhibition above about 26%, passing the limit was not always enough; inconclusive means no clear call, values can overlap the other calls
Target sequence (O15379 whole entry, looked up): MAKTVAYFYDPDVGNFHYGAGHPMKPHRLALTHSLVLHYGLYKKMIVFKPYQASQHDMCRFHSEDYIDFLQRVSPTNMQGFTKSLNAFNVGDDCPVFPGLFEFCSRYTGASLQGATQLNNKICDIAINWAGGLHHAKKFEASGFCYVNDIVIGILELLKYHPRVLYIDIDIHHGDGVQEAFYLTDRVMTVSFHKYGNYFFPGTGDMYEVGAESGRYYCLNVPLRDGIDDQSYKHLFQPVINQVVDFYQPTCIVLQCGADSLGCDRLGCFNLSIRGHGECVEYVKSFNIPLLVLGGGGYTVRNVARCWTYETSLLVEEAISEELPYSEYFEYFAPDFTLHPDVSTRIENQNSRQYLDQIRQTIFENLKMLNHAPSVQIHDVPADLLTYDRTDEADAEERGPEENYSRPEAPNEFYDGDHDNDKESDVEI
RGS4 inh = human RGS4 inhibition | HEK293 M3R/RGS4 inducible, Fluo-4 calcium flux; stronger effect = higher value; triggered by carbachol at its EC20 | B-score at 10 µM | 0.45% of 310,000 active | AID 463165;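 active means B-score, a plate-corrected calcium signal, over three deviations above library mean, with baseline fluorescence within five deviations of library mean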;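 further: RGS4 expression induced by doxycycline in cells with stable M3 receptor; B-score is computed from the integrated fluorescence ratio over baseline after carbachol; higher B-score means a larger calcium signal and so more RGS4 inhibition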
Target sequence (P49798 whole entry, looked up): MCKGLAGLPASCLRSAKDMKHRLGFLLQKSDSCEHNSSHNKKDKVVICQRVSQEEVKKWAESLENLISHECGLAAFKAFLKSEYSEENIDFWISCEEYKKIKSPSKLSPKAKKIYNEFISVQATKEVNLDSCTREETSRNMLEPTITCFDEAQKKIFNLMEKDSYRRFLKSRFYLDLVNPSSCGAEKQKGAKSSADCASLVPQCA
MrgX1 agonist = activates human MrgX1 receptor signaling. Q96LB2. MrgX1-HEK293 cells, Fluo-4 calcium fluorescence, agonist mode; stronger effect = higher value. B-score at 10 µM. 0.44% of 310,000 active. AID 588627;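 active means calcium response B-score plate-corrected fluorescence ratio at least 3 library SD, with starting fluorescence B-score inside 5 SD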
Target sequence (Q96LB2 whole entry, looked up): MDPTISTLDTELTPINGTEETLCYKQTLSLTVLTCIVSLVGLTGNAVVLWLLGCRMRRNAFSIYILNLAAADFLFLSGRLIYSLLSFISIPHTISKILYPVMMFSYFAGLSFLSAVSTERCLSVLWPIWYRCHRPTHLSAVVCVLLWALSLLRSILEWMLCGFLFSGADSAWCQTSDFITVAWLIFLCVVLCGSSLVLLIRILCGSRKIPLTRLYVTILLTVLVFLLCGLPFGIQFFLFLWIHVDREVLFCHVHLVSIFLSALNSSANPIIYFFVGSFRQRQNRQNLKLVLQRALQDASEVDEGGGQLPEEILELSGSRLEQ
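Test system: Stable human MrgX1 HEK293 cell line | Schedule: Overnight plating before 1 h dye loading | Read-out basis: Baseline-normalised fluorescence change ratio, B-scored | Detection: Kinetic calcium dye fluorescence, Fluo-4 NW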
SKKanGAS inh = SKKanGAS growth inhibition; 1.3% of 300,000 active; S. pyogenes SKKanGAS, kanamycin growth, BacTiter-Glo, 6 h; inhibition, % at 7.5 µM;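 active means mean replicate score, as percent of positive control median, at least 50; inconclusive means mean below 50 but one replicate at or above 50; inactive means mean and every replicate below 50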;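 further: strain carries kanamycin resistance gene driven by streptokinase promoter and grows in 40 µg/ml kanamycin; loss of luminescence reflects streptokinase promoter inhibition or plain growth inhibition; 0% = median of DMSO wells and 100% = positive control at its reference dose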
MrgX1 allo act = allosterically activates human MrgX1 receptor signaling; B-score at 10 µM; MrgX1-HEK293, Fluo-4 calcium flux, FDSS; stronger effect = higher value; Q96LB2; 0.63% of 310,000 active;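 active means plate-corrected calcium response at least 3 library SD above typical, normal starting fluorescence, not activating the receptor alone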;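 further: compound read alongside a low EC10 to EC30 dose of BAM8-22 agonist; peak minus trough fluorescence over baseline measured at the second addition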
TMEM16A inh = mouse TMEM16A channel inhibition, primary screen; Q8BHY3; HEK293 TMEM16A/YFP iodide influx fluorescence, ionomycin; normalized B-score (activity score, 25-100; higher = stronger inhibition) at 10 µM; 1.2% of 310,000 active; AID 588511;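 active means ratio plate-corrected score three or more library SD toward inhibition, starting fluorescence score within five deviations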;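 further: score derived from kinetic fluorescence span divided by baseline fluorescence per well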
TRPC6 activator = activators of mouse TRPC6 channel | 0.13% of 310,000 active | HEK293-TRPC6 membrane potential dye fluorescence; stronger effect = higher value | AID 2550 | B-score at 10 µM;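 active means B-score of the integrated fluorescence ratio above library mean plus 3 SD, and starting fluorescence ratio within library mean plus 5 SD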;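 further: higher score means more depolarization so channel activation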
ANO1 activ = activators or potentiators of mouse TMEM16A chloride channel. Q8BHY3. HEK293 TMEM16A/YFP-H148Q/I152L, iodide quench fluorescence; stronger effect = lower value. B-score at 10 µM. 0.3% of 340,000 active;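 active means fluorescence-ratio B-score plate-corrected deviation score at least 3 library SD below zero, with starting fluorescence score within 5 deviations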;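 further: channel opened by trigger with iodide after compound preincubation; score built on the fluorescence ratio of max minus min over baseline; more negative score means more quench and so TMEM16A activation or potentiation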
MrgX1 antagonist = human MrgX1 receptor antagonism, primary screen; Q96LB2; MRGX1-HEK293 calcium flux, Fluo-4, BAM8-22 antagonism; stronger effect = lower value; B-score at 10 µM; 1.3% of 310,000 active;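 active means calcium-response B-score plate-corrected more than 3 library SD below zero, starting fluorescence within 5 deviations, no agonist response on first addition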;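 further: peak minus trough fluorescence over baseline after final BAM8-22 challenge near maximal dose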
TRPC6 inhibitor = mouse TRPC6 channel inhibition | Q61143 | HEK293-TRPC6, membrane potential dye, ACh-evoked depolarization; stronger effect = lower value | B-score at 10 µM | 1.1% of 310,000 active;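 active means B-score under library mean minus 3 SD, initial fluorescence not abnormally high, positive integrated signal ratio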;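 further: B-score derived from integrated fluorescence ratio over the kinetic read; more negative B-score means stronger inhibition of depolarization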
RGS4 pot = potentiators or activators of RGS4; 0.92% of 310,000 active; HEK293 M3R/inducible RGS4, carbachol calcium flux Fluo4; stronger effect = lower value; B-score at 10 µM; AID 463111;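 active means B-score of the integrated calcium signal more than 4 SD below the library mean, with starting fluorescence not abnormally high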;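 further: negative B-score means reduced calcium response which marks RGS4 activation or potentiation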
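Also added: carbachol at ECmax as muscarinic agonist stimulus; Assay system: HEK293 cells with stable M3R and inducible RGS4; Timing: overnight RGS4 induction, 30 min dye load 37 °C, 20 min compound RT; Measured by: Fluo4-AM (2 µM) calcium-flux fluorescence, kinetic read.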
An asterisk follows results filed as active; i = inactive; ? = inconclusive; . = no result given.

SMILES | HDAC3 inh | RGS4 inh | MrgX1 agonist | SKKanGAS inh | MrgX1 allo act | TMEM16A inh | TRPC6 activator | ANO1 activ | MrgX1 antagonist | TRPC6 inhibitor | RGS4 pot
O=C(NC12CC3CC(CC(C3)C1)C2)c1ccc([N+](=O)[O-])cc1 | -5 | i | i | 5 | i | i | i | i | i | i | i
Cc1ccc(C(=O)NC(=S)N2CCN(c3ccc([N+](=O)[O-])cc3)CC2)cc1 | 7 | i | i | 16 | i | i | i | i | i | i | i
COc1ccc(CCNCC2C(Oc3ccc(Cl)cc3)C(=O)N2c2ccccc2C)cc1OC (stereo not drawn) | -1 | i | i | -8 | i | i | i | i | i | i | i
O=S1(=O)CCOC[C@H](CC2CCCCC2)N1Cc1cccc(C(F)(F)F)c1 | ? | i | i | 22 | i | i | i | i | i | i | i
COCCNC(=O)c1cccc2c1-c1ccccc1C2=O | -1 | i | i | -2 | i | i | i | i | i | i | i
Cc1ccn(-c2ccc([N+](=O)[O-])cc2)n1 | 0 | i | i | 4 | i | i | i | i | i | i | i
CCOC(=O)Cc1nnc(NC(=O)CSc2nnc3c(n2)[nH]c2ccccc23)s1 | 65* | i | i | 8 | i | i | i | i | i | i | i
Cc1ccnc(NC(=O)/C=C/c2ccccc2Cl)c1 | 1 | i | i | 3 | i | i | i | i | i | i | i
CC1CN(c2nc3ccccn3c(=O)c2C=O)CC(C)O1 (stereo not drawn) | -1 | i | i | -19 | i | i | i | i | i | i | i
N/N=C(/Cc1nc2ccccc2[nH]1)c1ccc([N+](=O)[O-])cc1 | -1 | i | i | 12 | i | i | i | i | i | i | i
COc1ccc(OC)c(NC(=O)N2CCCC(C)C2)c1 (stereo not drawn) | 0 | i | i | -7 | i | i | i | i | i | i | i
CC(O)(C#CCN1CCCCCC1)c1ccccc1 (stereo not drawn) | -5 | i | i | 3 | i | i | i | i | i | i | -9.8*
COc1ccc(C(O)(C2CCCCC2)C(CN2CCOCC2)c2ccccc2)cc1 (stereo not drawn) | 19 | i | i | 5 | i | i | i | i | i | i | i
FC(F)(F)c1nc(-c2ccccc2)ncc1-c1nnnn1-c1ccccc1 | 0 | i | i | -2 | i | i | i | i | i | i | i
O=C(NCCc1ccncc1)Nc1ccccc1 | -2 | i | i | 5 | i | i | i | i | i | i | i
CC(C)C(=O)NC(=S)Nc1ccccn1 | 2 | i | i | -5 | i | i | i | i | i | i | i
CCC(Oc1ccccc1)C(=O)OCC(=O)N(CC)c1c(N)n(Cc2ccccc2)c(=O)[nH]c1=O (stereo not drawn) | 1 | i | i | -5 | i | i | i | i | i | i | i
COc1ccc(C2/C=C\CN(S(=O)(=O)c3cccs3)CC(=O)N2Cc2ccc(F)cc2)cc1 (stereo not drawn) | 2 | i | i | 1 | i | i | i | i | i | i | i
CC(C)Nc1nc(SC(C)C(=O)Nc2ccccc2)nc(N(C)C)n1 (stereo not drawn) | 2 | i | i | 2 | i | i | i | i | i | i | i
CC(C)OC(=O)CSc1nc2cccnc2n1C1CCCCC1 | -2 | i | i | 9 | i | i | i | i | i | i | i
Cc1nn(Cc2ccccc2)c(C)c1/C=N/NC(=O)c1ccccc1O | 10 | i | i | 12 | i | i | i | i | i | i | i
CC1(C)C2CC[C@]1(C)C(=O)N(CCCCN1CCN(c3ccccn3)CC1)C2=O | -4 | i | i | 1 | i | i | i | i | i | i | i
CCCCNC(=S)N1CCN(Cc2ccc3c(c2)OCO3)CC1 | -1 | i | i | 2 | i | i | i | i | i | i | i
CC(=S)c1c(C)cc2cc(C)ccn12 | 2 | i | i | 7 | i | i | i | i | i | i | i
CCOC(=O)c1nnn(-c2nonc2N)c1-c1cccs1 | . | i | i | 2 | i | i | i | i | i | i | i
Cc1onc(-c2ccccc2)c1C(=O)Nc1ccccc1C#N | -1 | i | i | -3 | i | i | i | i | i | i | i
CCC(=O)N1C(C(=O)O)CSC1c1ccc(OC)cc1 (stereo not drawn) | -1 | i | i | 2 | i | i | i | i | i | i | i
Cc1ccc(OCC(=O)NNC(=O)c2ccc(NC(=O)C3CC3)cc2)c(C)c1 | 5 | i | i | 4 | i | i | i | i | i | i | i
Cc1nc(SC(C)C)[nH]c(=O)c1Cc1ccccc1 | 3 | i | i | 9 | i | i | i | i | i | i | i
O=C(CN(Cc1ccccc1)C(=O)c1cc2c(s1)CCC2)NCc1cccs1 | 4 | i | i | 7 | i | i | i | i | i | i | i
COC(=O)c1c(-c2ccco2)csc1NC(=O)C1CC=CCC1C(=O)O (stereo not drawn) | -10 | i | i | . | i | i | i | i | i | i | i
CCOC(=O)c1sc(NC(=O)c2ccc(OC(C)=O)cc2)nc1C | -5 | i | i | . | i | i | i | i | i | i | i
Cc1cc(C)c2oc(C(=O)Nc3ccc(S(=O)(=O)N4CCC(C)CC4)cc3)cc(=O)c2c1 | 0 | i | i | 21 | i | i | i | i | i | i | i
O=C(c1ccc(Sc2cccc(Cl)c2)c([N+](=O)[O-])c1)N1CCN(c2ccccn2)CC1 | -4 | i | i | 15 | i | i | i | i | i | i | i
Cc1ccc(Nc2cnn(C34CC5CC(CC(CC(=O)O)(C5)C3)C4)c(=O)c2Cl)cc1C | 8 | i | i | 11 | i | i | i | i | i | i | i
Cc1cccc(C(=O)Nc2ccc(C(=O)N/N=C/c3ccco3)cc2)c1 | 13 | i | i | -1 | i | i | i | i | i | i | i
O=C1Nc2ccc(Br)cc2/C1=N/N=C/C1=C(N2CCOCC2)C(=C\c2ccccc2)/CC1 | -3 | 13* | i | 27 | i | i | i | i | i | i | i
CC(=O)N/C(=C\c1ccccc1)C(=O)OCC(=O)c1ccc(F)cc1 | -2 | i | i | 1 | i | i | i | i | i | i | i
Cn1ccnc1-c1ccc(-c2nccn2C)cc1 | -43 | i | i | 0 | i | i | i | i | i | i | i
Cc1ccc(CN2CCN(C(=O)c3cccc4ccccc34)CC2)cc1 | 3 | i | i | -4 | i | i | i | i | i | i | i

Retrieved one by one from the list above, four records:
SMILES | HDAC3 inh | RGS4 inh | MrgX1 agonist | SKKanGAS inh | MrgX1 allo act | TMEM16A inh | TRPC6 activator | ANO1 activ | MrgX1 antagonist | TRPC6 inhibitor | RGS4 pot
CC(=S)c1c(C)cc2cc(C)ccn12 | 2 | i | i | 7 | i | i | i | i | i | i | i
Cc1ccc(CN2CCN(C(=O)c3cccc4ccccc34)CC2)cc1 | 3 | i | i | -4 | i | i | i | i | i | i | i
CC(=O)N/C(=C\c1ccccc1)C(=O)OCC(=O)c1ccc(F)cc1 | -2 | i | i | 1 | i | i | i | i | i | i | i
O=C1Nc2ccc(Br)cc2/C1=N/N=C/C1=C(N2CCOCC2)C(=C\c2ccccc2)/CC1 | -3 | 13* | i | 27 | i | i | i | i | i | i | i

Further results.
SMILES | HDAC3 inh | RGS4 inh | MrgX1 agonist | SKKanGAS inh | MrgX1 allo act | TMEM16A inh | TRPC6 activator | ANO1 activ | MrgX1 antagonist | TRPC6 inhibitor | RGS4 pot
CS(=O)(=O)N(CC(=O)NCCSCc1cccc(Cl)c1)c1ccc2c(c1)OCO2 | 3 | i | i | 11 | i | i | i | i | i | i | i
CCC(=O)Nc1ccc(Br)cn1 | -7 | i | i | -6 | i | i | i | i | -5.4* | i | i
CC(=O)OC(Cn1nc(C)cc1C)c1ccccc1 (stereo not drawn) | -7 | i | i | 3 | i | i | i | i | i | i | i
CC1CCCN(c2nc3c(c(=O)n(C)c(=O)n3C)n2Cc2ccccc2)C1 (stereo not drawn) | 2 | i | i | -4 | 7.1* | i | i | i | i | i | i
COc1ccc(S(=O)(=O)NCCN2CCNC2=O)cc1OC | -1 | i | i | 1 | i | i | i | i | i | i | i
O=C(N/N=C/c1cc2cc3c(cc2nc1Cl)OCCO3)c1ccccc1O | -11 | i | i | -1 | i | i | i | i | i | i | i
O=C(COc1ccccc1Cl)NCCC1=CCCCC1 | 2 | i | i | -17 | 18* | i | i | i | i | i | i
CN(C)C(CNC(=O)c1ccc(NS(=O)(=O)c2ccc(F)c(F)c2)cc1)c1ccccc1 (stereo not drawn) | 1 | i | i | -7 | i | i | i | i | i | i | i
O=C(c1cccs1)N1CCN(C(=O)C(c2ccccc2)c2ccccc2)CC1 | -4 | i | i | 4 | i | i | i | i | i | i | i
Nc1cc(=O)nc(SCC(=O)N2CCN(c3ccccc3)CC2)n1-c1ccccc1 | 6 | i | i | -2 | i | i | i | i | i | i | i
CCCN(Cc1ccccc1)C(=S)Nc1ccc(OCC)cc1 | -5 | i | i | -4 | i | i | i | i | i | i | i
O=C(NCCCN1CCOCC1)c1cnccn1 | 10 | i | i | -4 | i | i | i | i | i | i | i
Cn1c(NC(=O)/C=C/c2ccco2)cc(=O)n(C)c1=O | -1 | i | i | 8 | i | i | i | i | i | i | i
COc1ccc(CCNC(=O)C(=O)c2cn(CC(=O)N3CCOCC3)c3ccccc23)cc1OC | -2 | i | i | -3 | i | i | i | i | i | i | i
CCCn1c(N)c(N2CCCCC2)c(=O)n(CC(=O)Nc2ccccc2C)c1=O | 3 | i | i | 5 | i | i | i | i | i | i | i
CCn1c(=O)cc(SCC(=O)Nc2ccc3c(c2)OCCO3)c2ccccc21 | 5 | i | i | 1 | i | i | i | i | i | i | i
COc1cc(/C=N/c2oc(-c3ccccc3)cc2C#N)ccc1O | -20 | i | i | -1 | i | i | i | i | i | i | -7.8*
O=C(COC(=O)/C=C/C(=O)OCC(=O)NC12CC3CC(CC(C3)C1)C2)NC12CC3CC(CC(C3)C1)C2 | -4 | i | i | -18 | i | i | i | i | i | i | i
CCOc1cc(/C=C2/SC(=O)N(CC(=O)N3CCc4ccccc4C3)C2=O)ccc1OCC(=O)O | 4 | i | i | 0 | i | i | i | i | i | i | i
COc1ccc(C(=O)C2CCCN(C(=O)c3cccnc3OC)C2)cc1F (stereo not drawn) | 2 | i | i | -2 | i | i | i | i | i | i | i
CCOC(=O)COc1ccc(C2CC(C)=NN2c2ccccc2)cc1 (stereo not drawn) | 3 | i | i | 12 | i | i | i | i | i | i | i
